RGS4-Gao reg: human RGS4-Galphao interaction regulation | hit rate 0.33% among 220,000 | P09471 | Multiplexed bead flow cytometry, RGS4-Galphao binding; actives lie on both sides | binding response (% of control), % at 10 µM; in the data active = binding response below about 49% or above about 150%; inactive = in between;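 also: fluorescent Galphao activated with aluminum fluoride binding bead-coupled RGS4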
Bfl-1 Bim block: inhibitors of Bim-Bfl-1 interaction, human | Q16548 | Bead-based flow cytometry, Bim-Bfl-1 binding inhibition | inhibition, % at 10 µM | AID 1008 | hit rate 0.12% among 190,000;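 also: 0% = wells without compound plus tracer and 100% = blocker peptide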
Bcl-W Bim block: disrupts Bim peptide binding to human Bcl-W | Q92843 | bead-based flow cytometry | inhibition, % at 10 µM | hit rate 0.02% among 190,000;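 also: 0% = bound tracer without compound and 100% = peptide blocker; higher means less fluorescent Bim peptide bound to Bcl-W beads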
Target sequence (Q92843 whole entry, looked up): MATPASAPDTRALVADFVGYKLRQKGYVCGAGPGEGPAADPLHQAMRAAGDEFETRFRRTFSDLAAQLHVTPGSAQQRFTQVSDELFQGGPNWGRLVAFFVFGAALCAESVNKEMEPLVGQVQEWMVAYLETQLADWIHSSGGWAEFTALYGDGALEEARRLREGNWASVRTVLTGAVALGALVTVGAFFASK
Bim-Bcl-XL: inhibitors of Bim-Bcl-XL interaction, human; Bim peptide-Bcl-XL binding, bead flow cytometry, fluorescence; inhibition, % at 10 µM; hit rate 0.04% among 190,000
Target sequence (Q07817 whole entry, looked up): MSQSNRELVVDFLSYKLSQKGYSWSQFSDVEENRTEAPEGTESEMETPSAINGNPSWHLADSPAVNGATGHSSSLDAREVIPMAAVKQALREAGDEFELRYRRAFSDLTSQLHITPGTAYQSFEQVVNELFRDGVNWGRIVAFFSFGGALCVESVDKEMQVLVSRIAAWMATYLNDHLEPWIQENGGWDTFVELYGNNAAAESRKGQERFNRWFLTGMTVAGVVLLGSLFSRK
RGS7-Gao reg: regulators of human RGS7-Galphao interaction; P09471; Multiplexed bead flow cytometry, RGS7-Galphao binding; actives lie on both sides; binding response (% of control), % at 10 µM; hit rate 0.35% among 220,000; AID 1439; in the data active = binding response below about 49% or above about 150%; inconclusive = no clear call, values can overlap the other calls; inactive = in between;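 also: fluorescent Galphao held in activated GDP-AlF4 state binding bead-coupled RGS7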
Bim-Bcl-B: disrupts Bim peptide binding to human Bcl-B; bead-based flow cytometry; inhibition, % at 10 µM; hit rate 0.073% among 190,000; AID 951;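 also: 0% = tracer peptide without compound and 100% = reference inhibitor peptide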
GSH bead fluor: compound fluoresces at 488/530 nm on GSH beads; GSH beads flow cytometry, compound fluorescence 488/530 nm; stronger effect = higher value; fluorescence (KMESF) at 10 µM; hit rate 0.25% among 190,000; AID 1776; in the data active = fluorescence above about 89;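 also: glutathione beads carrying GST-tagged Bcl family fusion proteins plus one bare bead set; values are compound well signal with DMSO vehicle wells as background; inactives centre near 16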
Mcl-1 Bim block: disrupts Bim peptide binding to human Mcl-1 | hit rate 0.1% among 190,000 | Bead-based flow cytometry, Bim peptide-Mcl-1 binding | AID 1009 | inhibition, % at 10 µM;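 also: 0% = no compound tracer wells and 100% = peptide blocker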
Target sequence (Q07820 whole entry, looked up): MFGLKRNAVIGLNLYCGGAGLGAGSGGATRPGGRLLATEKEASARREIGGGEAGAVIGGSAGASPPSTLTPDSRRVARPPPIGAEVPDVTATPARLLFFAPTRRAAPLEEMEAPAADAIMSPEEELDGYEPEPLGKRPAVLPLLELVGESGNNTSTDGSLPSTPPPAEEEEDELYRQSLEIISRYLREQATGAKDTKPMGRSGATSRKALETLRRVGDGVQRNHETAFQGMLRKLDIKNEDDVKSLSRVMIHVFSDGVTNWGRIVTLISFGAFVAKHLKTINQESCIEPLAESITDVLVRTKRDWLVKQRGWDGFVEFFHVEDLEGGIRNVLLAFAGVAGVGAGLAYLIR
RGS8-Gao reg: human RGS8-Galphao interaction regulation; AID 1423; response (percent of control binding), % at 10 µM; P09471; multiplexed bead flow cytometry, RGS8-Galphao binding; actives lie on both sides; hit rate 0.34% among 220,000; in the data active = response below about 60% or above about 140%; inactive = in between;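 also: Galphao activated as the GDP aluminium fluoride complex binding bead-coupled RGS8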
Mcl1 Bid PPI: disrupts binding of human Mcl-1 to Bid peptide | Q07820 | TR-FRET Mcl-1/Bid-Dy647 peptide binding, 1536-well | inhibition, % at 21.7 µM | hit rate 0.97% among 220,000 | AID 1021;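 active = compounds that cut the binding signal by more than half at the single screening dose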;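 also: His-tagged Mcl-1 with europium anti-His antibody binding Bid BH3 peptide; 0% = Mcl-1 plus peptide wells and 100% = peptide-only wells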
Bcl-2 Bim block: disrupts Bim peptide binding to human Bcl-2; P10415; hit rate 0.06% among 190,000; inhibition, % at 10 µM; Bead-based flow cytometry, Bim peptide-Bcl-2 binding; in the data active = inhibition above about 40%; inconclusive = no clear call, values can overlap the other calls;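 also: 0% = no compound wells with probe peptide and 100% = reference peptide inhibitor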
Target sequence (P10415 whole entry, looked up): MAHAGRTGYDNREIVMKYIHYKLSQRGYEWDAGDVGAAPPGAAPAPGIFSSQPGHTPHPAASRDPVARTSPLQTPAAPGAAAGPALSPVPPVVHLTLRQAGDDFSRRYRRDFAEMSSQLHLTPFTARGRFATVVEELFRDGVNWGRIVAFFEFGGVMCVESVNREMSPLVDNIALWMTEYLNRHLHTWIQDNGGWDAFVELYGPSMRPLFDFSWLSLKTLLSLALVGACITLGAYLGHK
* hit, by the source's call; ? = inconclusive; . = no result given. Rule as the data show it, unless noted: active = inhibition above about 40%.

SMILES | RGS4-Gao reg | Bfl-1 Bim block | Bcl-W Bim block | Bim-Bcl-XL | RGS7-Gao reg | Bim-Bcl-B | GSH bead fluor | Mcl-1 Bim block | RGS8-Gao reg | Mcl1 Bid PPI | Bcl-2 Bim block
Cn1nc(C(C)(C)C)cc1C(=O)NCc1ccc(N2CCCC2=O)cc1 | 99 | -7 | -1 | -7 | 103 | -8 | 23 | -4 | 100 | -9 | -7
C(=N\N=C\c1cccnc1)/c1cccnc1 | 95 | -14 | -3 | -9 | 102 | -13 | 17 | -1 | 99 | -12 | -23
CCOc1ccc(Nc2oc(-c3ccco3)nc2C#N)cc1 | 101 | -6 | 2 | -3 | 102 | -7 | 24 | -3 | 100 | -52 | -5
Cc1ccc(NC(=S)NCc2ccc3[nH]c4c(c3c2)CCCC4)cc1 | 108 | 5 | -2 | -3 | 103 | -10 | 16 | -2 | 107 | -24 | 1
O=c1c2ccccc2c(-c2n[nH]c(=S)o2)nn1Cc1ccccc1 | 99 | 8 | -4 | -9 | 97 | -28 | 10 | -12 | 99 | -10 | -1
O=C(NCc1cccs1)c1cccn2c(=O)c3sccc3nc12 | 103 | 0 | 20 | 32 | ? | 18 | 8 | 19 | 103 | -10 | 6
CCOc1ccc2nc(NC(=O)C3CCCO3)sc2c1 (stereo not drawn) | 95 | -5 | -1 | -5 | 91 | -3 | 10 | -1 | 96 | -41 | 0
CCCNC(=O)NC(=O)COC(=O)/C=C/c1cc(Br)ccc1F | 102 | 3 | -1 | 2 | 100 | 4 | 10 | -1 | 99 | -1 | 1
Cc1cc(-c2nnc(CCC(=O)NC(C)c3cccc4ccccc34)o2)no1 (stereo not drawn) | 92 | 44* | 11 | 17 | 91 | 78* | 20 | 29 | 100 | 1 | 73*
CCc1nnc(SCc2ccc(OC)c(Br)c2)n1N | 40* | -21 | -3 | -7 | 35* | -9 | 24 | -3 | 44* | -17 | -10
C=CCNC(=O)NC(=O)COC(=O)c1ccccc1Sc1ccc(C(F)(F)F)cc1[N+](=O)[O-] | 106 | 24 | 15 | 22 | 103 | 19 | 8 | 18 | 118 | 2 | 23
O=C(COC(=O)c1cc(Br)ccc1Cl)NC1CC1 | 97 | -15 | -2 | -5 | 95 | -9 | 19 | -5 | 97 | 9 | -8
CCC(C)C(NC(=O)C(N)CC(C)C)C(=O)NC(CCC(=O)OCc1ccccc1)C(N)=O (stereo not drawn) | 99 | -1 | 0 | -1 | 98 | -1 | 10 | -2 | 104 | 20 | -1
CC(C)Oc1ccc(C(=O)OC(C)C(=O)Nc2nc(-c3cccc([N+](=O)[O-])c3)cs2)cc1 (stereo not drawn) | 92 | 0 | -3 | -3 | 100 | -4 | 12 | -2 | 91 | -5 | -3
N#Cc1nc(COc2cccc(Cl)c2)oc1NCc1ccncc1 | 98 | 2 | 2 | -1 | 96 | 0 | 25 | 1 | 98 | -15 | 1
CCOc1ccc(C(=O)NC(=S)Nc2ccc(N3CCC(C)CC3)cc2)cc1[N+](=O)[O-] | . | 8 | -4 | -6 | . | -5 | 17 | -3 | . | 54* | 21
COC(=O)CC1C(=O)NCCN1C(=O)c1ccc(S(=O)(=O)N2CCOCC2)cc1 (stereo not drawn) | 98 | -5 | -2 | -1 | 98 | -3 | 9 | -4 | 100 | -4 | -1
FC(F)(F)c1cccc(Cc2noc(CN3CCC(c4ccncc4)CC3)n2)c1 | 102 | -4 | -2 | -5 | 103 | -5 | 14 | -1 | 105 | -5 | -4
Cc1cc(C)c(C#N)c(SCc2nc3ccccc3[nH]2)n1 | 97 | 0 | 0 | 0 | 101 | -5 | 7 | 1 | 100 | -36 | 0
c1ccc(-n2cc(CN3CCCC3)c(-c3ccc4c(c3)OCO4)n2)cc1 | 98 | -4 | 12 | -1 | 103 | 0 | 10 | 15 | 104 | -38 | 0
C[C@@H]1NC(=O)[C@H](CCCN=C(N)N)NC(=O)c2cc([N+](=O)[O-])cc(I)c2OCC[C@@H](C(=O)NC(CC(=O)O)C(N)=O)NC1=O (stereo partly drawn) | 102 | 2 | -2 | -3 | 101 | 0 | 18 | -2 | 101 | 27 | 2
COC(=O)C(C)N(C#N)c1nc(C)cc(C)n1 (stereo not drawn) | 101 | 3 | -2 | -1 | 101 | 10 | 10 | -1 | 103 | -26 | 8
CC(=O)NC(CCS(C)(=O)=O)C(=O)Nc1ccc(Oc2ccccc2)cc1 (stereo not drawn) | 101 | -7 | -11 | -10 | 100 | -10 | 15 | -3 | 100 | -8 | -4
CC1(C)O[C@@H]2[C@@H](CO[C@@]3(COS(N)(=O)=O)OC(C)(C)O[C@@H]23)O1 | 100 | -1 | -1 | 0 | 98 | -1 | 67 | -1 | 95 | -1 | -6
COc1cc2c(cc1OC)CN(C(=O)C(C)(C)C)CC2 | 86 | 0 | -1 | 0 | 88 | 2 | 10 | 3 | 94 | -46 | 0
(cont.)
SMILES | RGS4-Gao reg | Bfl-1 Bim block | Bcl-W Bim block | Bim-Bcl-XL | RGS7-Gao reg | Bim-Bcl-B | GSH bead fluor | Mcl-1 Bim block | RGS8-Gao reg | Mcl1 Bid PPI | Bcl-2 Bim block
O=C(CN1C(=O)CSC1=O)Nc1ccc(C(=O)O)cc1 | 99 | 3 | 1 | 1 | 100 | 1 | 23 | 0 | 100 | -8 | 3
COc1cc2c(C(=O)N3CCN(c4cccc(Cl)c4)CC3)cn(C)c(=O)c2cc1OC | 91 | 0 | -3 | -5 | 98 | 1 | 61 | -4 | 102 | -4 | 0
O=C(O)CCCC(=O)Nc1ccn(-c2ccccc2)n1 | 104 | -5 | -2 | -4 | 103 | -5 | 14 | -1 | 102 | -4 | -5
O=C(COc1ccc2ccccc2c1)N/N=C/C1CC=CCC1 (stereo not drawn) | 98 | 0 | -4 | -8 | 102 | -7 | 10 | -3 | 100 | -24 | -5
NC(=O)C1CCCN(C(=S)NCc2ccc3c(c2)OCO3)C1 (stereo not drawn) | 96 | -1 | -4 | -5 | 98 | -24 | 13 | -4 | 98 | -18 | -5
C/C(=N\NC(=O)Cc1ccccc1)c1cccs1 | 100 | -2 | 0 | -6 | 101 | -2 | 9 | -2 | 102 | -1 | 0
CCOC(=O)c1ccc(N2CCN(c3ccccc3F)CC2)c(NC(=O)Nc2cccc(OC)c2)c1 | 105 | 2 | -1 | -6 | 99 | -2 | 8 | -1 | 107 | -20 | 1
Cc1nnc(NC(=O)c2ccco2)s1 | 103 | -10 | 0 | -4 | 112 | -5 | 13 | -1 | 102 | -15 | -9
Cc1cccc(C)c1NC(=O)CN(C)C(=O)C(c1ccccc1)c1ccccc1 | 102 | -5 | -2 | -5 | 97 | -2 | 9 | -3 | 101 | -27 | -4
COc1ccc(OC)c(C(c2nnnn2Cc2ccccc2)N2CCC(C(N)=O)CC2)c1 (stereo not drawn) | 102 | -17 | -2 | 4 | 101 | -8 | 23 | -2 | 99 | -14 | -7
S=c1nc(-c2ccco2)[nH][nH]1 | 100 | -5 | -1 | -10 | 109 | -21 | 52 | -9 | 100 | -12 | -10
COc1cc(/C=C/C(=O)N(C)c2ccccc2C(=O)O)cc(OC)c1OC | 100 | 0 | -1 | -3 | 100 | -1 | 16 | -4 | 101 | 7 | -1
COc1ccc(N2CCN(CCCNS(=O)(=O)c3ccc4c(c3)oc(=O)n4C)CC2)cc1 | 101 | -10 | 2 | -3 | 101 | -7 | 21 | 0 | 102 | -27 | -5
COc1cc(CC(C#N)(CO)c2nc3ccccc3[nH]2)ccc1OC(F)F (stereo not drawn) | 110 | 7 | 9 | 13 | 110 | 11 | 7 | 7 | 122 | 5 | 2
COc1ccc(Cn2nnc(C(=O)Nc3ccc(F)cc3)c2N)cc1 | 106 | -4 | -3 | -2 | 106 | -1 | 16 | -4 | 100 | -64 | -5
Cc1nn(-c2ccccc2)nc1CNC(=O)C(C)Cc1ccccc1 (stereo not drawn) | 106 | -1 | -3 | -8 | 103 | -4 | 18 | 0 | 99 | 5 | -6
CC(C)n1c(SCC(=O)N2c3ccccc3Sc3ccccc32)nc2c1c(=O)n(C)c(=O)n2C | 87 | -11 | -4 | -10 | 93 | -12 | 30 | 0 | 87 | -5 | -7
CCS(=O)(=O)CCSC1OC(COC(C)=O)C(OC(C)=O)C(OC(C)=O)C1OC(C)=O (stereo not drawn) | 90 | 2 | -1 | -2 | 87 | -2 | 24 | -4 | 97 | -5 | -1
COC(=O)c1sc(S(=O)(=O)NCCC(=O)O)c(C(=O)OC)c1C | 105 | -1 | 1 | -1 | 105 | -2 | 12 | -1 | 104 | -20 | 0
Cc1cccc2sc(NC(=O)CN(C)S(=O)(=O)c3ccc(Br)s3)nc12 | 101 | -2 | 0 | -2 | 101 | 0 | 17 | 0 | 100 | 13 | 2
CC(=O)c1ccc(NC(=O)Nc2sc(NS(=O)(=O)c3ccccc3)nc2C)cc1 | 103 | -3 | -1 | 0 | 104 | -4 | 30 | 0 | 102 | -53 | -1
CCOC(=O)c1c(C)nc2ccccn12 | 102 | -14 | 0 | -2 | 99 | -9 | 29 | -5 | 98 | -10 | -5
CC(=O)Nc1nc(SCCCc2ccccc2)n[nH]1 | 101 | -8 | -1 | 1 | 100 | -1 | 8 | 6 | 100 | -28 | -2
COC(=O)c1ccc2c(c1)NC(=O)C1CCCN21 (stereo not drawn) | 97 | 4 | -4 | -11 | 98 | -14 | 15 | -5 | 98 | -2 | -2
Cc1cccc(/C=N/c2sc3c(c2C(=O)OC(C)(C)C)CCN(C)C3)c1O | 104 | -1 | -3 | -1 | 100 | -5 | 12 | -2 | 101 | -25 | 0

Brought forward from above: 4 entries, then new ones.
SMILES | RGS4-Gao reg | Bfl-1 Bim block | Bcl-W Bim block | Bim-Bcl-XL | RGS7-Gao reg | Bim-Bcl-B | GSH bead fluor | Mcl-1 Bim block | RGS8-Gao reg | Mcl1 Bid PPI | Bcl-2 Bim block
CCOC(=O)c1c(C)nc2ccccn12 | 102 | -14 | 0 | -2 | 99 | -9 | 29 | -5 | 98 | -10 | -5
CC(=O)Nc1nc(SCCCc2ccccc2)n[nH]1 | 101 | -8 | -1 | 1 | 100 | -1 | 8 | 6 | 100 | -28 | -2
COC(=O)c1ccc2c(c1)NC(=O)C1CCCN21 (stereo not drawn) | 97 | 4 | -4 | -11 | 98 | -14 | 15 | -5 | 98 | -2 | -2
Cc1cccc(/C=N/c2sc3c(c2C(=O)OC(C)(C)C)CCN(C)C3)c1O | 104 | -1 | -3 | -1 | 100 | -5 | 12 | -2 | 101 | -25 | 0
NC(=O)NNC1=Nc2cccc3cccc1c23 | 94 | 0 | -6 | -3 | 98 | -4 | 17 | -5 | 91 | -56 | -5
CNC(=S)N/N=C/c1c(C)nn(-c2ccccc2)c1Cl | 94 | 1 | 0 | -1 | 88 | 2 | 22 | 0 | 94 | -61 | 1
O=C(O)C1C2C=CC(C2)C1C(=O)NCc1cccs1 (stereo not drawn) | 106 | -4 | 3 | 0 | 111 | 1 | 11 | 0 | 105 | -30 | -1
COc1ccccc1N1CCN(C(=O)c2ccc(NS(=O)(=O)c3ccc(C)cc3)cc2)CC1 | 100 | -6 | 0 | 1 | 97 | 0 | 18 | 0 | 100 | -10 | -5
Cc1nnc(SCc2ccc(Cl)cc2Cl)[nH]c1=O | 111 | -2 | -5 | -1 | 105 | -1 | 17 | -1 | 103 | -1 | -4
CC(=O)NC(CCS(C)(=O)=O)C(=O)Nc1ccc2c(c1)OCCO2 (stereo not drawn) | 99 | 0 | -2 | -3 | 101 | -2 | 17 | -1 | 101 | -18 | 0

Screening data as filed in PubChem.
